Compound activity deposited in PubChem BioAssay by several laboratories.
Efflux pump mplx = blocks antifungal efflux pumps in multiplex yeast assay; inhibition, % at 10 µM; 330,000 compounds, 0.44% hits; S. cerevisiae Candida pump triplex, Nile Red efflux;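 active = plate passing quality check with inhibition over a set limit, or well fluorescence over plate mean plus 4 SD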;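 note: Nile Red retained in pooled yeast measured as flow cytometry median fluorescence; 0% = buffer negative control and 100% = Enniatin B positive control; higher means more Nile Red kept so more efflux inhibition; some compounds called inactive have numbers as strong as hits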
procasp7 counter = counter-screen: procaspase-7 (human) activation; recombinant procaspase-7, Ac-DEVD-pNA absorbance 405 nm; D23A/D198A/D206A triple mutant, cannot self-cleave; scale: DMSO 0, 5 µM enzyme 100; AID 463210; P55210; 330,000 compounds, 0.093% hits; activation, % at 8.5 µM;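 active = percent activation above the screen-wide mean plus 3 SD, cut at about 25% in these data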
Target sequence (P55210 whole entry D23A/D198A/D206A): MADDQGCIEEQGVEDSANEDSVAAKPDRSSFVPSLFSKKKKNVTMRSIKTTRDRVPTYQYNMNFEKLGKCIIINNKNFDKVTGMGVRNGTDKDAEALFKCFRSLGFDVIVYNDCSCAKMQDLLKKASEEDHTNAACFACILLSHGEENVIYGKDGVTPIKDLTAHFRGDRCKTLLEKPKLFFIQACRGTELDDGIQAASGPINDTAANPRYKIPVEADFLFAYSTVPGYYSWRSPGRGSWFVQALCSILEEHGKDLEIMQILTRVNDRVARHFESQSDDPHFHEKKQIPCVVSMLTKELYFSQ
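Material: Procaspase-7 triple mutant (PC-7 D3A) | Quantity: 2 µM procaspase-7 mutant as dispensed | Reagent: DEVD-pNA substrate | Times: 1 h preincubation, 2 h reaction | Technique: 405 nm absorbance of p-nitroaniline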
procasp3 activ = procaspase-3 (human) activation; 330,000 compounds, 0.11% hits; P42574; recombinant procaspase-3 D3A, Ac-DEVD-pNA absorbance 405 nm; activation, % at 8.5 µM; AID 463141;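 active = activation above the mean of all tested compounds plus 3 SD, cut at about 21% in these data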;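 note: 0% = DMSO alone and 100% = DMSO wells spiked with extra 5 µM PC-3 D3A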
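Test system: Procaspase-3 D3A mutant, all three cleavage aspartates alanine | Dosing: Single dose, 8.5 µM nominal compound, 0.8% DMSO | Schedule: 1 h preincubation, 2 h reaction | Technique: 405 nm absorbance of p-nitroaniline, reads at 0 and 120 min | Repeats: One well per compound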
GASC-1 inh = blocks human GASC-1 demethylase activity; AID 2099; GST-JMJD2C(1-420) H3K9me3 demethylation, DELFIA europium; Q9H3R0; 330,000 compounds, 0.069% hits; inhibition, % at 2.35 µM;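 active = more than half of a compound's replicate wells show inhibition beyond 50%, single wells judged on their own value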;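 note: signal counts dimethyl H3K9 product captured on neutravidin plate; 0% = median of DMSO wells and 100% = 0.3 times that DMSO median; strong numbers were not always called active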
Target sequence (Q9H3R0 1-420 limits assumed): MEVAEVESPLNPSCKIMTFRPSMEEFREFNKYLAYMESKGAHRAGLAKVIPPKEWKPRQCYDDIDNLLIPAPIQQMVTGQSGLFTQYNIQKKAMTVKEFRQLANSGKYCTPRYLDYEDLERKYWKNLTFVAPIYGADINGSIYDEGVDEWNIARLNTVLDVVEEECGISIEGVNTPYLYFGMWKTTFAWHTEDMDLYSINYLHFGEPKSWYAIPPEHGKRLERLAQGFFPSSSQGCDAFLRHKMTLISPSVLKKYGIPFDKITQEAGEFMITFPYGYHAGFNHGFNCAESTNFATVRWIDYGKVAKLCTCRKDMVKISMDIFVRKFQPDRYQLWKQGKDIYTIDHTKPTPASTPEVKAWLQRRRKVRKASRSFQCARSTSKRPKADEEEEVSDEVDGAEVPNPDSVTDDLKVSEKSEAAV
Starred values were filed as active, the others as inactive; . = not tested or not shown.

1. COc1ccccc1-n1c(-c2ccc(C)cc2)nc2ccccc2c1=O
2. COc1ccc(OCC(=O)N2CCN(Cc3c[nH]c4ccccc34)CC2)cc1
3. C=C(COC(C)=O)CC1CC(O)[C@]2(C)OC3CC4OC5C[C@]6(C)O[C@]7(C)CCC8OC9C[C@]%10(C)OC%11C(C)=CC(=O)OC%11CC%10OC9C[C@@H](C)C8OC7CC6O[C@]5(C)C/C=C\C4OC3CC2O1 (some centres not stated)
4. Cn1cccc1/C=C1\C(=O)NC(=O)N(Cc2ccco2)C1=O
5. CN1CCN2c3ccc(N)cc3CC3(C(=O)NC(=O)NC3=O)C2C1 (configuration not stated)
6. Cc1ccc(C2CC3CCC(C2)N3Cc2ccccc2F)cc1 (configuration not stated)
7. CNc1cc(Cl)c2nonc2c1[N+](=O)[O-]
8. CC1=C2C(=O)C3C(CC=C4CC(O)CCC43C)C2CCC12OC1CC(C)CNC1C2C (configuration not stated)

Screen / compound no. | 1 | 2 | 3 | 4 | 5 | 6 | 7 | 8
Efflux pump mplx | . | . | . | . | . | . | . | 0.0
procasp7 counter | . | . | . | . | . | . | . | .
procasp3 activ | . | . | . | . | . | . | . | .
GASC-1 inh | 4 | -16 | -3 | 9 | -13 | -12 | -3 | -6

9. CCC(C)NC(=O)CCC(=O)OC1O[C@H]2OC3(C)CC[C@H]4[C@H](C)CCC(C1C)C24OO3 (some centres not stated)
10. CC(C)c1ccc(C2NCc3ccccc3-n3cccc32)cc1 (configuration not stated)
11. C#C[C@@]1(O)CCC2C3CCC4=C/C(=N/OCC(=O)NC(C(=O)NC(CC(C)C)C(=O)O)C(C)C)CC[C@]4(C)C3CC[C@@]21C (some centres not stated)
12. CC(C)N1CCN(Cc2c[nH]c3ccccc23)CC1CCO (configuration not stated)
13. CCc1nc2ccccc2c(=O)n1-c1ccccc1OC
14. O=C(COc1ccc(Cl)cc1)NCCc1cnc[nH]1
15. CN1C(=O)C(=Cc2cn(CC#N)c3ccccc23)C(=O)N(C)C1=O
16. O=C(Cc1ccccc1)OCC(=O)c1ccccc1

Screen / compound no. | 9 | 10 | 11 | 12 | 13 | 14 | 15 | 16
Efflux pump mplx | -0.1 | 0.0 | 0.6 | 0.2 | 0.1 | 0.1 | -0.2 | 0.1
procasp7 counter | . | . | . | . | . | . | . | .
procasp3 activ | . | . | . | . | . | . | . | .
GASC-1 inh | -1 | 2 | 3 | 9 | -6 | 3 | -3 | 0

17. COc1cc(/C=C/[N+](=O)[O-])ccc1OC(=O)c1cccnc1
18. NNC(=O)c1nc[nH]c1C(=O)Nc1ccc(Cl)cc1C(=O)c1ccccc1
19. Cc1ccc(-n2c(CNCc3ccc(F)cc3)nc3ccccc3c2=O)cc1
20. O=C1Nc2ccc(Br)cc2C(c2ccc(Cl)cc2)=NC1O (configuration not stated)
21. COc1cc(OC)c(OC)cc1CNCCc1ccc(F)cc1
22. COc1ccccc1OCC(=O)N1CCCC(N2CCN(c3ccc(F)cc3)CC2)C1 (configuration not stated)
23. CCN(CC)C(=O)c1ccc2c(c1)C1C=CCC1C(C(=O)O)N2 (configuration not stated)
24. COc1ccc2c3c1OC1C(O)C=CC4[C@@H](C2)N(C)CC[C@]314 (some centres not stated)

Screen / compound no. | 17 | 18 | 19 | 20 | 21 | 22 | 23 | 24
Efflux pump mplx | 0.0 | 0.1 | 0.1 | 0.3 | 0.1 | 0.0 | 0.1 | -0.1
procasp7 counter | . | . | . | . | . | . | . | 16
procasp3 activ | . | . | . | . | . | . | . | 7
GASC-1 inh | 3 | -7 | 22 | 2 | 12 | 6 | -12 | .

25. C=CCN1CC[C@]23c4c5ccc(O)c4OC2C(O)C=CC3[C@H]1C5 (some centres not stated)
26. c1cc2c(cc1[C@H]1OCC3C1CO[C@@H]3c1ccc3c(c1)OCO3)OCO2 (some centres not stated)
27. c1ccc(-c2ccncc2)cc1
28. CC1(C)C(=O)CC[C@@]2(C)C1=CCC1C2CC[C@]2(C)C(=O)CCC12 (some centres not stated)
29. C[C@]12CCC3C(CC[C@H]4C[C@H](O)CC[C@]34C)C1C[C@@H](CCCCl)[C@@H]2O (some centres not stated)
30. O=C(OC1CC2CCC(N2)C1C(=O)O)c1ccccc1 (configuration not stated)
31. C[C@]12CCC(=O)C[C@H]1CC[C@@H]1[C@@H]2CC[C@]2(C)C(=O)CC[C@@H]12
32. CC(=O)/C=C/c1ccccc1

Screen / compound no. | 25 | 26 | 27 | 28 | 29 | 30 | 31 | 32
Efflux pump mplx | -0.1 | 0.1 | -0.3 | 0.2 | 0.6 | 0.1 | 0.0 | 0.3
procasp7 counter | 0 | 9 | 2 | -3 | -10 | -4 | 2 | 1
procasp3 activ | 6 | 0 | 9 | 1 | 0 | 0 | 1 | 1
GASC-1 inh | . | . | . | . | . | . | . | .

33. Oc1ccc(Cl)cc1
34. COC(=O)C1=C(c2ccc(OCc3ccccc3)cc2)C[C@@H]2CC[C@H]1N2C(=O)NCCN1CCOCC1
35. CC(C)CNC(=O)/C=C/C=C/CCCCCC/C=C/c1ccc2c(c1)OCO2
36. Oc1ccc2c3c1OC1c4[nH]c5ccccc5c4C[C@@]4(O)C(C2)N(CC2CC2)CC[C@]314 (some centres not stated)
37. CCOc1cc(C=O)ccc1O
38. COC12CCC3(CC1C(C)(O)C(C)(C)C)[C@H]1Cc4ccc(OC5OC(C(=O)O)[C@@H](O)C(O)[C@H]5O)c5c4[C@@]3(CCN1CC1CC1)C2O5 (some centres not stated)
39. CN1C2CCC1C(C(=O)O)C(O)C2 (configuration not stated)
40. CCN[C@@H](C)Cc1cccc(C(F)(F)F)c1
41. Oc1ccccc1Cl
42. O=C1C=CC(=O)C=C1

Screen / compound no. | 33 | 34 | 35 | 36 | 37 | 38 | 39 | 40 | 41 | 42
Efflux pump mplx | 0.0 | 0.5 | 0.0 | -0.1 | 0.0 | 0.1 | 0.3 | 0.0 | 0.1 | 0.0
procasp7 counter | -4 | -15 | -9 | -3 | 5 | 2 | -6 | 8 | 12 | -6
procasp3 activ | 9 | -3 | 0 | 5 | -3 | -8 | 1 | 2 | 6 | -2
GASC-1 inh | . | . | . | . | . | . | . | . | . | .

Excerpt, compounds 26 to 38
26. c1cc2c(cc1[C@H]1OCC3C1CO[C@@H]3c1ccc3c(c1)OCO3)OCO2 (some centres not stated)
27. c1ccc(-c2ccncc2)cc1
28. CC1(C)C(=O)CC[C@@]2(C)C1=CCC1C2CC[C@]2(C)C(=O)CCC12 (some centres not stated)
29. C[C@]12CCC3C(CC[C@H]4C[C@H](O)CC[C@]34C)C1C[C@@H](CCCCl)[C@@H]2O (some centres not stated)
30. O=C(OC1CC2CCC(N2)C1C(=O)O)c1ccccc1 (configuration not stated)
31. C[C@]12CCC(=O)C[C@H]1CC[C@@H]1[C@@H]2CC[C@]2(C)C(=O)CC[C@@H]12
32. CC(=O)/C=C/c1ccccc1
33. Oc1ccc(Cl)cc1
34. COC(=O)C1=C(c2ccc(OCc3ccccc3)cc2)C[C@@H]2CC[C@H]1N2C(=O)NCCN1CCOCC1
35. CC(C)CNC(=O)/C=C/C=C/CCCCCC/C=C/c1ccc2c(c1)OCO2

Screen / compound no. | 26 | 27 | 28 | 29 | 30 | 31 | 32 | 33 | 34 | 35
Efflux pump mplx | 0.1 | -0.3 | 0.2 | 0.6 | 0.1 | 0.0 | 0.3 | 0.0 | 0.5 | 0.0
procasp7 counter | 9 | 2 | -3 | -10 | -4 | 2 | 1 | -4 | -15 | -9
procasp3 activ | 0 | 9 | 1 | 0 | 0 | 1 | 1 | 9 | -3 | 0
GASC-1 inh | . | . | . | . | . | . | . | . | . | .

36. Oc1ccc2c3c1OC1c4[nH]c5ccccc5c4C[C@@]4(O)C(C2)N(CC2CC2)CC[C@]314 (some centres not stated)
37. CCOc1cc(C=O)ccc1O
38. COC12CCC3(CC1C(C)(O)C(C)(C)C)[C@H]1Cc4ccc(OC5OC(C(=O)O)[C@@H](O)C(O)[C@H]5O)c5c4[C@@]3(CCN1CC1CC1)C2O5 (some centres not stated)

Screen / compound no. | 36 | 37 | 38
Efflux pump mplx | -0.1 | 0.0 | 0.1
procasp7 counter | -3 | 5 | 2
procasp3 activ | 5 | -3 | -8
GASC-1 inh | . | . | .

Some of the compounds tested (hit frequency here may not be typical).
